From PubChem
GLS inhibitor – blocks human kidney-isoform glutaminase activity | 410,000 tested, 0.21% active | GLS enzymatic activity, qHTS titration | Potency, µM (highest dose often 45.5 µM), without a hit: top-dose activity change, negative = inhibition, most hits filed as inhibitors | O94925; note: potency is the fitted concentration of half-maximal effect; % is set by controls: 0 for no effect and ±100 for the full control effect
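Assay buffer: 45 mM KH2PO4 pH 8.2, 0.02% Tween-20. hKGA acts on L-glutamine (1 mM solution added); product glutamate is reported by an oxidase/peroxidase Amplex Red coupling, with fluorescence taken at baseline and 30 min.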
USP1-UAF1 inh – blocks the human USP1/UAF1 deubiquitinase complex | O94782 | recombinant USP1/UAF1, Ub-Rhodamine cleavage fluorescence | Potency, µM (series often up to 57.1 µM), for inactives: top-dose activity change, negative = inhibition, usual class: inhibitors | 390,000 tested, 0.23% active; note: potency is the fitted concentration of half-maximal effect; % is set by controls: 0 for no effect and ±100 for the full control effect; nearly all actives have a fitted effect of over 60% in size; inactives centre near -12
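1 nM enzyme complex + cpd, 15 min RT; start with Ub-Rho 150nM final; kinetic fluorescence ex 480/em 540, 6 reads q60 s. Buffer 50mM HEPES pH 7.8, 0.5mM EDTA, 0.1 mg/ml BSA, 1mM TCEP, 0.01% Tween-20.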
HP1b binding inh – inhibitors of HP1-beta chromodomain binding to methylated histone tails; P83916; AlphaScreen HP1-beta / biotin-H3K9me3 peptide binding; Potency, µM (highest dose often 114 µM), inactives show at the top dose activity change, negative = inhibition, hits mostly inhibitors; 390,000 tested, 0.56% active; note: potency is the fitted concentration of half-maximal effect; nearly all actives have a fitted effect of over 70% in size; inactives centre near 23
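HP1-beta protein (50 nM final) preincubated 30 min at room temperature with biotinylated H3(1-18)K9me3 peptide (50 nM) in PBS pH 7.4, 0.01% Tween-20, then compound added for 30 min. AlphaScreen streptavidin donor/nickel chelate acceptor beads (10 ug/mL final), 30 min dark, luminescence read.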
TrxR1 substrate – substrates of rat thioredoxin reductase 1; purified TrxR1 substrate turnover, NADPH consumption readout; Potency, µM (series often up to 114 µM), for the others: top-dose activity change, negative = substrate turnover; 390,000 tested, 0.01% active; AID 588456; note: potency is the fitted concentration of half-maximal effect; % is set by controls: 0 for no effect and ±100 for the full control effect; nearly all actives have a fitted effect of over 50% in size
Target sequence (O89049 whole entry, looked up): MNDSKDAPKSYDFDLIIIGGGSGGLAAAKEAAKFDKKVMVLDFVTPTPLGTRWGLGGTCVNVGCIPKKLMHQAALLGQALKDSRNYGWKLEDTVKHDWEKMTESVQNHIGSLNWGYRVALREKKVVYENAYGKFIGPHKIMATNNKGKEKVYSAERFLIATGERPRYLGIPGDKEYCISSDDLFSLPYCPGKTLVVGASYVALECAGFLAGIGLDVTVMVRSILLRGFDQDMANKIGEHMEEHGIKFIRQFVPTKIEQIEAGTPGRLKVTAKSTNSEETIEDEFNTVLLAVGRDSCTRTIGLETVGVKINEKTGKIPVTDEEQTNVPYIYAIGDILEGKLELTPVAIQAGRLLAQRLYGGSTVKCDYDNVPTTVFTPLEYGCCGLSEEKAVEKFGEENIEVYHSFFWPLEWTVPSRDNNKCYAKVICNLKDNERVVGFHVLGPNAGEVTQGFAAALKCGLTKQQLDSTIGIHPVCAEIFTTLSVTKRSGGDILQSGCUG
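Rat TrxR1, dispensed at 90 nM, was prereduced with 400 uM NADPH (final) for 5 min at ~22 deg C, then incubated with compound 15 min before 400 uM selenite. A first-read NADPH fluorescence drop versus no-compound background flagged substrates.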
PI4K2A inh – inhibitors of human PI4K2A; purified PI4K2A, ADP-Glo luminescence, 1 h; active compounds read low; activity change, negative = inhibition, % at 76.9 µM; 420,000 tested, 0.13% active; AID 1346378; in the data active = activity change below about -50%; inconclusive = mostly about -30% to -49%;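 note: -100% = wells without enzyme as full effect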
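PI4K2A activity was measured by ADP-Glo luminescence: enzyme (4 ug/mL stock) and phosphatidylinositol (1.2 mM stock) in Tris pH 7.5/MgCl2/EGTA/Triton X-100 buffer were reacted with ATP (300 microM stock) for one hour at ambient temperature.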
Tb PGK inh – inhibitors of T. brucei phosphoglycerate kinase; P07378; PGK/GAPDH coupled, Kinase-Glo luminescence, 60 min; Potency, µM (highest dose often 57.5 µM), for the others: top-dose activity change, negative = inhibition, usual class: inhibitors; 380,000 tested, 0.043% active; AID 602233; note: potency is the fitted concentration of half-maximal effect; % is set by controls: 0 for no effect and ±100 for the full control effect; nearly all actives have a fitted effect of over 60% in size
Target sequence (P07378 whole entry, looked up): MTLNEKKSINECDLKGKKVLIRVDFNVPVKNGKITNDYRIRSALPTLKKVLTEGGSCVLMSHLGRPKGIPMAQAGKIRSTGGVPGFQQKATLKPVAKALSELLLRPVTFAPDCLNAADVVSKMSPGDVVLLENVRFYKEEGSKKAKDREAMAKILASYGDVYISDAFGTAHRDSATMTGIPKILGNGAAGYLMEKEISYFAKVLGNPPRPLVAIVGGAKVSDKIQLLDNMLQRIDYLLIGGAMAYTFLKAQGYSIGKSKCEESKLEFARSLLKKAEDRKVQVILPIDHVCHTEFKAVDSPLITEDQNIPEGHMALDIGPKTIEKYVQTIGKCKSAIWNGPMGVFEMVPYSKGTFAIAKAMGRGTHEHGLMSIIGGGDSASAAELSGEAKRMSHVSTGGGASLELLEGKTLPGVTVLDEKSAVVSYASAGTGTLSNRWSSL
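Recombinant glycosomal PGK reaction used 1,3-bisphosphoglycerate generated in-well by GAPDH (100nM final) in 100mM TEA pH 7.6, 5mM MgCl2, 0.01% Tween-20. After 60 minutes at room temperature, ATP was read by Kinase-Glo Plus luminescence end-point.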
rTrxR1 inhibitor – inhibitors of rat thioredoxin reductase 1 | O89049 | recombinant rTrxR1, NADPH fluorescence consumption, selenite substrate | Potency, µM (top dose mostly 114 µM), without a hit: at the highest dose activity change, negative = inhibition, usual class: inhibitors | 390,000 tested, 1% active; note: potency is the fitted concentration of half-maximal effect; % is set by controls: 0 for no effect and ±100 for the full control effect; nearly all actives have a fitted effect of over 65% in size
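Rat TrxR1 (90 nM in the dispensed reagent) was pre-reduced with 400 uM NADPH for 5 min at room temperature, then incubated with compound for 15 min. After 400 uM selenite was added, NADPH fluorescence (Ex 340/Em 450 nm) was followed for 8 min.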
Pin1 inh – blocks the human prolyl isomerase Pin1 | Pin1 FP peptide displacement, HiFluor488, 10 min | Potency, µM (titrated, usually from 115 µM), inactives show at the highest dose activity, negative = inhibition, hits mostly inhibitors | 390,000 tested, 0.009% active; active = well fitted inhibition curve with a large enough effect in the polarisation, with a control signal flat, not every such curve was filed as active; inconclusive = small, poorly fitted or top-dose-only effect, or effect the other way, or a change in a side signal; inactive = no such curve, though single readings can be large or run the other way; the % refers to the polarisation; note: potency is the fitted concentration of half-maximal effect; % is set by controls: 0 for no effect and ±100 for the full control effect
Target sequence (Q13526 whole entry, looked up): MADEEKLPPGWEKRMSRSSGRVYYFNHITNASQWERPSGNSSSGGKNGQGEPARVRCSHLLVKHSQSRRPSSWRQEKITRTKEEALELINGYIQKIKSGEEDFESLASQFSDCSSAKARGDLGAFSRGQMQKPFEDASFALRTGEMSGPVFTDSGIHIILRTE
mIDH1 inhibitor – inhibitors of human mutant IDH1 R132H; Potency, µM (series often up to 76.6 µM), inactives show at the top dose activity change, negative = inhibition, actives largely listed as inhibitors; O75874; IDH1-R132H enzyme, NADPH consumption, diaphorase/resazurin fluorescence; 390,000 tested, 0.093% active; note: potency is the fitted concentration of half-maximal effect; % is set by controls: 0 for no effect and ±100 for the full control effect; nearly all actives have a fitted effect of over 65% in size
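IDH1-R132H (0.5 ug/mL) preincubated 30 min with compound, then NADPH (0.016 mM) and alpha-KG (2 mM) added; 80 min at RT, pH 7.5. Remaining NADPH coupled via diaphorase/resazurin to fluorescence (540/590 nm); concentration-response curves normalized to no-enzyme control.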
Starred values were filed as active, the others as inactive; i = inactive; ? = inconclusive; · = no result given; & = joins results of further samples; [ ] = another dose, or the depositor's remark. Unless noted, calls come from the whole dose curve; as a rule, active = well fitted curve in the direction sought with a large enough effect; inconclusive = small, poorly fitted or top-dose-only effect, or another doubt; inactive = no such curve, though single readings can be large; an effect the other way counts as inactive or inconclusive. These rows are one share of the data, so the mix of outcomes need not match the whole.

Results follow in this order: GLS inhibitor, USP1-UAF1 inh, HP1b binding inh, TrxR1 substrate, PI4K2A inh, Tb PGK inh, rTrxR1 inhibitor, Pin1 inh, mIDH1 inhibitor
Cc1cc2cc(C#N)c(N3CCN(S(C)(=O)=O)CC3)nc2cc1C
    2%, 1%, 30%, 28%, 1, 12%, 4%, 4%, 2%
CS(=O)(=O)N1CCC(C(=O)N2CCN(c3ccccc3)CC2)CC1
    0%, -18%, 14%, -6%[57.1 µM], -4, i, -8%[57.1 µM], -3%, 5%
COc1ccccc1NC(=O)Cn1nnc2sc3c(c2c1=O)CC(C)(C)OC3
    1%, -6%, 38%, -12%, 0, 2%, -20%, -1%, 2%
Fc1ccccc1N1CCN(C2CCCN(Cc3cccc(C(F)(F)F)c3)C2)CC1 (stereo unspecified)
    11%, -31%, 15%, 2%, 11, i, -4%, -2%, 3%
COc1ccc(C2=Nc3ccc(OC(F)(F)F)cc3NC(c3cccnc3)=N2)cc1
    -1%, -19%, 10%, -7%, 1, ·, 0%, 2%, ·
CC(=O)OCc1ccc(C2=CC(=O)CC(C)(C)C2=O)cc1
    0%, -7%, ·, ·, 2, 3%, ·, ·, 4%
O=c1oc(-c2cccc(Cl)c2)nc2c1cnn2-c1ccccc1
    19%, 25%, 17%, 25%, 10, 7%[11.5 µM], 9%, 1%, 0%
N#C/C(=C\c1ccc(-c2cccc([N+](=O)[O-])c2)o1)C(=O)NCCN1CCOCC1
    0%, -4%, -22%, 0%[57.1 µM], 3, -6%, 4%[57.1 µM], -4%, -4%
Cc1ccc(NC(=O)CN2C(=O)CSc3ccc(S(=O)(=O)N4CCCC4)cc32)c(C)c1
    4%, ?, 15%, -12%, 3, 3%, 0%, -1%, -4%
CCN(CC(=O)NCc1cccs1)C(=O)c1cccc(S(=O)(=O)Nc2cccc(C)c2)c1
    6%, -17%, 29%, -1%, -10, -1%, 19%, -10%, -17%
CCC1Sc2ccc(S(=O)(=O)Nc3ccc(OC)cc3)cc2NC1=O (stereo unspecified)
    2%, -19%, 8%, -7%, -1, -4%, -8%, 2%, 2%
O=C(NCc1ccccc1)c1nc[nH]c1C(=O)NCc1ccccc1
    5%, -7%, 47%[activator], -3%, 0, 6%, 2%, 3%, -7%
c1ccc(-n2nnnc2NC2CCCCC2)cc1
    17%, -10%, 13%, 5%, 1, -8%, 26%, 1%, -2%
Cc1cccc([C@@H]2[C@@H]3C(=O)N(Cc4ccccc4)C(=O)[C@@H]3[C@]3(Cc4ccc(Cl)cc4)C(=O)N(c4ccccc4)C(=O)N23)c1
    -12%, -20%, 41%[activator], -7%, 5, -8%, 12%, 0%, 5%
Cc1ccc(CNC(=O)C2CC=CCC2C(=O)O)cc1 (stereo unspecified)
    1%, -16%, 65%[activator], 5%, -3, ·, 24%, 12%, -3%
CCc1cc2c(=O)[nH]cnc2s1
    4%, 4%, 46%[activator], -6%, 0, 7%, -11%, 3%, -4%
COc1ccc(CN(CC(=O)NCc2ccc3c(c2)OCO3)C(=O)c2csnn2)cc1
    -1%, -18%, 30%, -5%, 2, 1%, 23%[57.1 µM], -5%, 8%
CC(C)(CSc1ccccn1)NS(=O)(=O)c1ccc(Cl)cc1
    3%, -16%, 104%[activator], -3%, 2, -1%, 8%, -4%, 11%
CCOc1ccccc1N(C(=O)CNC(=O)c1ccco1)C(C(=O)NC1CCCC1)c1cccnc1 (stereo unspecified)
    8%, 5%, 14%, -3%, 1, -3%, -19%, -1%, 3%
Cc1cc2ncn(C(=O)N3CCCCC3)c2cc1C
    0%, 3%, 27%, -1%, -4, ·, -6%, -1%, 4%
O=S(=O)(NCc1ccc(F)cc1)c1ccc(Br)cc1Br
    -9%, ?, 62%[activator], 1%&-9%, 0, 0%, 14%&-4%, -2%, 18%
COc1cccc(/C=C2\SC(=S)N(CCCC(=O)NC3=NCCS3)C2=O)c1
    -9%, ?, -7%, 8%, 5, 0%, 20%, ?, 9%
O=C(CC1(O)C(=O)N(Cc2ccccc2)c2ccccc21)c1ccc2c(c1)OCO2 (stereo unspecified)
    1%, -16%, 13%, 10%[57.1 µM], -1, -6%, 7%, -1%, -4%
Fc1ccc(-n2c(CN3CCCCC3)n[nH]c2=S)cc1
    -16%, 1%, 41%[activator], 10%, -16, -3%, -10%[57.1 µM], 5%, 12%
Cc1nc(N)c(Br)c(C)c1Br
    -13%, ?, 4%, 11%[57.1 µM], -5, -8%, 25%[57.1 µM], 6%, 11%
O=C(Nc1ccc(S(=O)(=O)Nc2ccccc2)cc1)C1COc2ccccc2O1 (stereo unspecified)
    -2%, -28%, 14%, -8%, 2, -3%[11.5 µM], 9%, 0%, 1%
CCCCNC(=O)NNC(=O)COc1cc(C)cc(C)c1
    0%, -12%, 35%, 8%[57.1 µM], -1, 1%, -1%[57.1 µM], -5%, 4%
COc1ccc(CCNC(=O)COc2cccc3c2OC(C)(C)C3)cc1OC
    0%, -19%, 24%, -4%, 4, -1%, -2%, -10%, 6%
CNC(=O)c1ncoc1-c1ccc(Cl)cc1
    -3%, -24%, 33%, 13%, 0, -4%, 23%, -5%, 1%
C/C(=N\NS(=O)(=O)c1ccccc1)c1ccc2c(c1)OCCO2
    10%, -14%, 44%[activator], -3%, 1, 4%, -18%, 0%, 1%
COc1ccc(-c2nnn(CC(=O)N3CCN(c4ccccc4OC)CC3)n2)cc1
    8%, -15%, 5%, -9%, 3, i, 2%, -7%, 2%
Cc1cc(C)nc(N(C#N)Cc2ccc(Cl)cc2)n1
    -9%, -19%, 29%, 5%[57.1 µM], 5, i, -3%[57.1 µM], -7%, 3%
Cc1nc2c(ccc3c([N+](=O)[O-])cccc32)c(C)c1C
    2%, -19%, 51%, 5%, -4, i, 19%, -14%, 13%
CCCc1cc(=O)[nH]c(SCC(=O)c2cc(C)n(CCOC)c2C)n1
    -4%, -6%, -2%, -3%, -1, 4%, 0%, 9%, -5%
CC1CCN(C(=O)CSc2nnc(CNC(=O)c3ccc(S(=O)(=O)N(C)C)cc3)o2)CC1
    7%, -3%, 8%, -13%, 3, 0%, -13%, 2%, -1%
COc1ccccc1C(C(=O)NCc1ccc(F)cc1)N(C(=O)c1csnn1)C1CC1 (stereo unspecified)
    -9%, -12%, 18%, 9%[57.1 µM], -1, 6%, 14%[57.1 µM], 1%, -1%
COc1ccccc1NC(=O)c1ccc(NC2=NC3CS(=O)(=O)CC3S2)cc1 (stereo unspecified)
    8%, -11%, 27%, 0%[57.1 µM], -2, 1%, 5%[57.1 µM], 5%, -6%
CCOc1ccc(S(=O)(=O)Nc2ccccc2SC)c2cccnc12
    21%, -15%, 32%, 5%, 6, 4%, 6%, -12%, 5%
O=C(Nc1cccc(-c2ccccc2)c1)N1CCN(C(=O)Nc2cccc(-c3ccccc3)c2)CC1
    -1%, 0%, 18%, 0%, 0, 4%, 13%, 8%, -8%
COc1cc2c(cc1OC(C)=O)CCCCC2=O
    12%, 1%, 20%, -2%, 5, -6%, -4%, -10%, 2%
COc1ccc(C)cc1S(=O)(=O)Nc1cccc(Cl)c1Cl
    -1%, -16%, 115%[activator], 2%[57.1 µM], 1, -6%, 8%[57.1 µM], -8%, 2%
Cc1cc(C)cc(C(=O)Nc2cccc(NC(=O)c3ccco3)c2)c1
    4%, -3%, 3%, -12%, -2, 1%, -12%, 3%, 15%
CC1=CC(=O)Nc2ncccc2O1
    18%, -18%, ·, ·, -6, -8%, ·, ·, 2%
CCCCNC(=O)N(O)C1N(/N=C/c2cccs2)C(=S)SC1(C)C (stereo unspecified)
    -5%, -21%, 47%[activator], -3%, 1, -2%, 11%, -3%, 6%
C=CCCC1CN(CCCC)S(=O)(=O)c2c(F)cccc2O1 (stereo unspecified)
    18%, -11%, 32%, 8%, 1, 0%, 6%, -10%, 3%
COC(=O)c1ccc(-n2c(CCC(=O)O)ccc2-c2ccc(C)cc2)cc1
    8%&16%, -5%&-27%, 13%&-14%, 5%&1%, 4&2, -5%&-14%, 45µM*, ?, -19%&-2%
CN(CCCNC(=O)COc1cc(=O)n(C)c2ccccc12)Cc1ccccc1
    ·, -20%, 13%, 3%, 10, -1%, 3%, 4%, -4%
S=c1[nH]nc(-c2cccs2)n1/N=C/c1cn(-c2ccccc2)nc1-c1ccccc1
    53%[activator], -19%, ?, 6%[57.1 µM], 3, -5%, -1%[57.1 µM], 6%, -5%
O=C(NC1CCS(=O)(=O)C1)C1CCCC1 (stereo unspecified)
    0%, -14%, 10%, 12%[57.1 µM], 4, -6%, 14%, 1%, -15%
CCOc1cc(/C=C/C(=O)O)ccc1OCc1ccccc1
    -10%, -17%, 46%[activator], 11%, 3, -9%, 8%[57.1 µM], 0%, -2%
Cc1sc2ncnc(N3CCCCC3)c2c1C
    -2%, -5%, 35%, -4%, 3, -2%, -1%[57.1 µM], -2%, 4%
Cc1nc2ccccc2n1CC(=O)NCc1ccccc1
    -13%, -8%, 26%, 1%, 10, -10%, 20%, -4%, 12%
N#C/C(=C\Nc1ccccc1SC(F)(F)F)c1nc(-c2ccccc2)cs1
    -1%, -22%, 23%, -1%, 4, -5%, 22%, -9%, -1%
